# KCNK9 block = human KCNK9 channel inhibition | HEK293 KCNK9, FluxOR thallium flux fluorescence; stronger effect = lower value | B-score at 10 µM | actives 1.2% (n = 310,000) | AID 488922;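 active means ratio B-score over 3 SD below the library mean, with starting fluorescence within 5 SD of its mean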;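 further: negative B-score means less thallium flux so channel inhibition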
# Target sequence (Q9NPC2 whole entry, looked up): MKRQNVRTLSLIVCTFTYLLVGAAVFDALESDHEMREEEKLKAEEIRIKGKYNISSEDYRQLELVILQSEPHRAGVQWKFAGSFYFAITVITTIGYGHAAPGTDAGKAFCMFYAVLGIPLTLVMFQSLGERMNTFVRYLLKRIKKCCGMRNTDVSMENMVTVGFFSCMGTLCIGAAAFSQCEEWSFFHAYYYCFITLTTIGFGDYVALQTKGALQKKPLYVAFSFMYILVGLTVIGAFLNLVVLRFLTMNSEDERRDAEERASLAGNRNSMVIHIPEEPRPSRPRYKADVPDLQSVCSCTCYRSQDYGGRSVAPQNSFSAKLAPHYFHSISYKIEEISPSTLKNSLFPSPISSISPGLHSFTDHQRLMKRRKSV
# ANO1 block = inhibitors of mouse TMEM16A calcium-activated chloride channel; Q8BHY3; HEK293 TMEM16A/YFP iodide influx fluorescence, ionomycin; normalized B-score (activity score, 25-100; higher = stronger inhibition) at 10 µM; actives 1.2% (n = 310,000); AID 588511;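 active means ratio plate-corrected score three or more library SD toward inhibition, starting fluorescence score within five deviations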;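 further: score derived from kinetic fluorescence span divided by baseline fluorescence per well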
# KCNK3 block = human KCNK3 channel inhibition, primary screen; O14649; CHO-KCNK3 thallium flux, FluxOR fluorescence; stronger effect = lower value; B-score at 10 µM; actives 0.84% (n = 340,000); AID 602410;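 active means B-score under library mean minus 4 SD, starting fluorescence ratio at most library mean plus 5 SD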;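 further: more negative B-score means stronger inhibition of thallium flux through KCNK3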
# DYRK1A inh = inhibitors of rat Dyrk1A kinase; ADP-Glo luminescence, NFATc1 peptide; inhibition, % at 12.5 µM; actives 0.43% (n = 310,000); AID 504441; in the data active means inhibition above about 50%;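 further: plate controls were vehicle with enzyme for no effect and no enzyme for full effect; many of its hits are not listed in these tables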
# TRPC4 potent = allosterically enhances the mouse TRPC4 cation channel; actives 0.42% (n = 310,000); Q9QUQ5; AID 2227; B-score at 10 µM; HEK293 TRPC4beta/mu-opioid, DAMGO EC20, Fluo-4 Ca2+ flux; stronger effect = higher value;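 active means B-score of calcium response area above 5 SD of library B-scores, with initial fluorescence ratio within 5 SD of library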;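 further: B-score of integrated fluorescence ratio over time as area under calcium response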
# hERG protect = hERG (human) protection from proarrhythmic block. Q12809. CHO-hERG, FluxOR thallium flux, dofetilide IC70 present. activation (rescue from dofetilide block), less the hit threshold, % at 10 µM. actives 0.51% (n = 310,000);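 active means activation above the mean of controls blocked by dofetilide plus 5 SD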;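 further: thallium influx through hERG after potassium depolarization seen as dye fluorescence rise; in these data hits start at about 4.7%; inactives centre near -7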
# KCNQ1 pot = potentiators or activators of human KCNQ1 potassium channel; P51787; CHO-K1 KCNQ1, thallium flux FluxOR fluorescence; stronger effect = higher value; B-score at 10 µM; actives 0.35% (n = 310,000); AID 2648;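 active means fluorescence ratio B-score, a plate-corrected score, at least three library SD, with initial intensity B-score within 5 SD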
#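 System: CHO-K1 cells stably expressing KCNQ1 / Medium: assay buffer for compound exposure, DMSO matched across wells / Reagent: thallium- and potassium-containing depolarizing buffer / Compound: one concentration, matched DMSO / Incubation: 20 min compound pretreatment at room temperature / Measured by: kinetic FluxOR fluorescence, 10 s baseline plus 110 s post-stimulus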
# TRPC4 agonist = opens the mouse TRPC4 cation channel | AID 2237 | actives 0.49% (n = 310,000) | B-score at 10 µM | Q9QUQ5 | HEK293 TRPC4beta/mu-opioid, Fluo4 calcium fluorescence; stronger effect = higher value;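 active means B-score above 5 SD of library B-scores, and initial fluorescence ratio not above library mean plus 5 SD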;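 further: positive B-score marks a calcium rise read as TRPC4 activation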
#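 Assay system: HEK293 stable line with TRPC4beta plus mu-opioid receptor. Times: dye 45 min RT, read 110 s. Measured by: kinetic Fluo4 calcium fluorescence. Measure: B score of integrated ratio. Controls: assay buffer as low control, maximal DAMGO as high control.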
# TMEM16A act = activates or potentiates the mouse TMEM16A chloride channel; Q8BHY3; HEK293 TMEM16A/YFP-H148Q/I152L, iodide quench fluorescence; stronger effect = lower value; B-score at 10 µM; actives 0.3% (n = 340,000);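 active means fluorescence-ratio B-score plate-corrected deviation score at least 3 library SD below zero, with starting fluorescence score within 5 deviations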;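 further: channel opened by trigger with iodide after compound preincubation; score built on the fluorescence ratio of max minus min over baseline; more negative score means more quench and so TMEM16A activation or potentiation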
# HDAC3 inh = inhibitors of human histone deacetylase 3; O15379; recombinant HDAC3, fluorogenic peptide/trypsin coupled, fluorescence; inhibition, % at 8.3 µM; actives 0.15% (n = 320,000); in the data active means inhibition above about 26%, passing the limit was not always enough
# Target sequence (O15379 whole entry, looked up): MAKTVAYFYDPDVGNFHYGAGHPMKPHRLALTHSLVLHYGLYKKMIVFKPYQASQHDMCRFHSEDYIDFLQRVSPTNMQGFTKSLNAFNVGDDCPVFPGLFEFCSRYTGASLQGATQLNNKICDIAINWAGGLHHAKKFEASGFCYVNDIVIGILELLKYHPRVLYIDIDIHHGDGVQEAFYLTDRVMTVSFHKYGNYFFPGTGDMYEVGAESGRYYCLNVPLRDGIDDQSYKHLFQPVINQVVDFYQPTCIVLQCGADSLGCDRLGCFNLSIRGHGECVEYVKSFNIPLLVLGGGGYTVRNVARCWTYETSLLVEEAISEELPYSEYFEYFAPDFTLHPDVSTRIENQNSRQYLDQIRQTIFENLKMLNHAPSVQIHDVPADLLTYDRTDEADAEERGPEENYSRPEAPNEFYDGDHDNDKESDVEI
# KCNQ1 inh = inhibitors of human KCNQ1 potassium channel; P51787; CHO-K1 KCNQ1, FluxOR thallium flux fluorescence; stronger effect = higher value; B-score at 10 µM; actives 1.3% (n = 310,000); AID 2642;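 active means compounds whose thallium flux B-score, printed positive for inhibition, exceeds three library SD while starting fluorescence stays within three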;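 further: channel opened by potassium depolarization with thallium stimulus after 20 min compound exposure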
# * = called active by the depositor; i = inactive; . = no result given.
SMILES,KCNK9 block,ANO1 block,KCNK3 block,DYRK1A inh,TRPC4 potent,hERG protect,KCNQ1 pot,TRPC4 agonist,TMEM16A act,HDAC3 inh,KCNQ1 inh
O=S(=O)(c1ccc(Cl)cc1)N1CCC(c2nc3ccccc3[nH]2)CC1,i,i,i,-7.7,i,-2.5,i,i,i,-15.1,i
Cc1cc(OCC(=O)Nc2ccccn2)c2c(C)cc(=O)oc2c1,i,i,i,3.9,i,0.0,i,i,i,-17.8,i
C/C(CCc1oc2c(Br)cc(Br)cc2c1-c1ccc(C)o1)=N\O,i,i,i,.,i,-10.9,15*,i,i,-0.4,i
CCOC(=O)c1sc2ncn(CC(=O)N(CC)CC)c(=O)c2c1C,i,i,i,-3.3,i,0.7,i,i,i,1.5,i
O=C(NCCS(=O)(=O)N1CCN(c2cccc(Cl)c2)CC1)c1ccco1,i,i,i,-3.3,i,-11.8,i,i,i,-8.0,i
Cc1ccc(OCC(=O)NNC(=O)C2CSC3(C)CCC(=O)N23)cc1 (centres undefined),i,i,i,1.4,i,-8.2,i,i,i,0.2,i
CC(C)NC(=O)Cn1nnc(-c2cccc(NC(=O)c3ccccc3F)c2)n1,i,i,i,19.1,i,-2.3,i,i,i,5.7,i
CC(C)CCN(C(=O)c1csnn1)C(C(=O)NC1CCCC1)c1ccc(F)cc1 (centres undefined),i,i,i,-4.6,i,-6.6,i,i,i,6.7,i
COc1cc(/C=N/Nc2nc3ccccc3o2)cc(OC)c1O,i,i,i,0.0,i,-12.8,i,i,i,4.3,i
O=C(O)C1CCCCC1C(=O)NCCCn1ccnc1 (centres undefined),i,i,i,-2.0,i,-8.8,i,i,i,9.1,i
CCOC(=O)C1CCN(c2c(N3CCCCCC3)c(=O)c2=O)CC1,i,i,i,-3.8,i,-8.9,i,i,i,-1.4,i
O=C(CNC(=O)[C@@H]1Cc2ccccc2CN1)NC1CCCC1,i,i,i,-1.2,i,-4.4,i,i,i,3.8,i
Cc1ccc(-c2nnc(N3CCOCC3)c3ccccc23)cc1S(=O)(=O)N(C)C,i,.,i,-2.7,i,-9.2,i,i,.,.,i
O=C(NCCCN1CCN(c2cccc(Cl)c2)CC1)c1nc(-c2ccncc2)no1,i,i,i,-4.6,i,-12.6,i,i,i,-0.9,i
O=c1cc(-c2ccccc2Cl)oc2c(NS(=O)(=O)c3cccs3)ccc(O)c12,i,25*,i,38.0,i,-8.5,i,i,i,10.2,i
CC12CN3CC(C)(CN(C1)C3c1ccc3c(c1)OCO3)C2 (centres undefined),i,i,i,-6.5,i,-8.1,i,i,i,-2.3,i
CCc1ccc(CCC(=O)Nc2ccc(Br)cc2)o1,i,i,i,.,i,-7.6,i,i,i,-1.3,i
CC(=O)Nc1ccccc1-c1nc2ccc(C(=O)N3CCN(c4cc(C)ccc4C)CC3)cc2[nH]c1=O,i,i,i,0.5,i,-14.3,i,i,i,16.5,i
CCOc1cccc(N2C(=O)CC(N3CCC(C(N)=O)(N4CCCCC4)CC3)C2=O)c1 (centres undefined),i,i,i,4.2,i,-5.7,i,i,i,-9.2,i
O=C1c2cccc3c(N4CCOCC4)c([N+](=O)[O-])cc(c23)C(=O)N1c1cccc2ccccc12,i,i,i,-6.0,i,-2.2,i,i,i,0.9,i

# Whole records from above:
# `CCOC(=O)C1CCN(c2c(N3CCCCCC3)c(=O)c2=O)CC1` as listed: KCNK9 block = i; ANO1 block = i; KCNK3 block = i; DYRK1A inh = -3.8; TRPC4 potent = i; hERG protect = -8.9; KCNQ1 pot = i; TRPC4 agonist = i; TMEM16A act = i; HDAC3 inh = -1.4; KCNQ1 inh = i
# `CC12CN3CC(C)(CN(C1)C3c1ccc3c(c1)OCO3)C2` (centres undefined) as listed: KCNK9 block = i; ANO1 block = i; KCNK3 block = i; DYRK1A inh = -6.5; TRPC4 potent = i; hERG protect = -8.1; KCNQ1 pot = i; TRPC4 agonist = i; TMEM16A act = i; HDAC3 inh = -2.3; KCNQ1 inh = i

# Next results follow:
SMILES,KCNK9 block,ANO1 block,KCNK3 block,DYRK1A inh,TRPC4 potent,hERG protect,KCNQ1 pot,TRPC4 agonist,TMEM16A act,HDAC3 inh,KCNQ1 inh
COc1ccc(C2c3ccsc3CCN2C(=O)NC(C)(C)C)cc1 (centres undefined),i,i,i,-1.8,i,-8.5,i,i,i,-0.1,i
COC(=O)Cn1c(=O)c2c(nc(Br)n2Cc2ccccc2Cl)n(C)c1=O,i,i,i,-2.7,i,-2.7,i,i,i,-2.9,i
CC(C)(C)NC(=O)c1ccccc1-c1nc(-c2ccccc2Cl)no1,i,i,i,5.5,i,-1.1,i,i,i,-2.2,i
O=C(Cn1cnc([N+](=O)[O-])n1)N/N=C/c1ccc2ccccc2c1,i,i,i,0.8,i,-3.9,i,i,i,5.0,i
CCCOc1ccc(CC(=O)NNC(=S)Nc2ccccc2)cc1Br,i,i,i,-0.8,i,-2.4,i,i,i,-2.2,i
COc1cc(S(=O)(=O)N(Cc2ccccn2)Cc2ccccc2Cl)ccc1-n1cnnn1,i,i,i,2.9,i,-9.1,i,i,i,6.1,i
CC(C)c1ccc(NC(=O)C(=O)C2C(=O)Nc3ccccc32)cc1 (centres undefined),i,i,i,3.5,i,-7.3,i,i,i,2.4,i
COc1cccc(CNC(=O)c2nnn(CC(=O)Nc3cc(Cl)ccc3C)c2N)c1,i,i,i,-3.4,i,-7.1,i,i,i,-2.0,i
CC1(C)Cc2ccccc2-c2nc3n(c(=O)c21)CCCS3,i,i,i,-1.5,i,-1.3,i,i,i,-6.9,i
Cc1nn(Cc2ccc(F)cc2)c(C)c1NC(=O)c1cnn2c1NC(c1cccs1)CC2C(F)(F)F (centres undefined),i,i,i,-25.7,i,-12.8,i,i,i,7.6,i
COc1ccc(S(=O)(=O)Nc2cc3c4c(c2)CCC(=O)N4CCC3)cc1,i,i,i,-1.1,i,-12.4,i,i,i,3.5,i
Cc1ccccc1Nc1nnc(SCC(=O)NCc2ccco2)s1,.,i,i,-2.0,.,.,.,.,i,-3.2,.
CCN1C(=O)C(CC(=O)Nc2ccc(OC)cc2)N(Cc2ccc3c(c2)OCO3)C1=S (centres undefined),i,i,i,4.2,i,-3.5,i,i,i,4.3,i
Cc1ccc(NC(=O)CN2C(=O)c3ccccc3S2(=O)=O)c(C)c1,i,i,i,-5.4,i,-3.2,i,i,i,-1.2,i
Cc1ccc(S(=O)(=O)Nc2c(NC3CCCCC3)c3ccccc3oc2=O)cc1C,i,i,i,-2.6,i,-5.8,i,i,i,5.0,i
CCOc1ccc(N(CC(=O)Nc2cccc(Cl)c2)S(=O)(=O)c2c(C)noc2C)cc1,i,i,i,-0.7,i,-6.6,i,i,i,-5.6,i
CCOC(=O)c1nc(C)n(-c2ccc(Cl)cc2)n1,i,i,i,-0.8,i,-0.5,i,i,i,-7.4,i
CCOc1ccc(NC(=O)CC2C(=O)N(c3ccccc3)C(=O)N2CCOC)cc1 (centres undefined),i,i,i,-7.7,i,-13.3,i,i,i,.,i
Nc1cccc(CN2CCCC2)c1,i,i,i,-2.1,i,-12.8,i,i,i,-1.4,i
CCOC(=O)/C(C#N)=C/c1c(Oc2cccc(C)c2)nc2ccccn2c1=O,i,i,i,.,i,-10.1,i,i,i,-8.5,i
CCOC(=O)N1CCN(C(=O)CSc2nc(=O)n3ccc(C)cc3n2)CC1,i,i,i,1.0,i,-11.5,i,i,i,3.5,i
CC1Cc2c([nH]c3ccccc23)C2c3ccccc3CN12 (centres undefined),i,i,i,2.1,i,-6.3,i,i,i,-3.2,i
C/C(=N\NC(=O)c1nn(C)c(C)c1Br)c1cccc(NC(=O)c2ccoc2C)c1,i,i,i,3.0,i,-11.0,i,i,i,-1.1,i
Cn1cc(C(=O)OCC2CCN(CCNS(C)(=O)=O)CC2)c2ccccc21,i,i,i,-2.0,i,-3.5,i,i,i,3.0,i
COc1cc(/C=C2\C(=N)N3N=C(N4CCOCC4)SC3=NC2=O)ccc1OC(=O)c1ccccc1,i,100*,i,36.6,i,-15.3,i,i,i,10.6,i
COc1ccc(NC(=S)N2c3ccccc3CC2C)cc1OC (centres undefined),i,i,i,2.9,i,-5.6,i,i,i,-3.1,i
CC(=O)c1ccc(S(=O)(=O)N2CCC3(CC2)CC(=O)c2ccccc2O3)cc1,i,i,i,.,i,-6.7,i,i,i,-1.1,i
CC(C)(C)NC(=O)COC(=O)c1ccccc1OCC(=O)Nc1ccc(Br)cc1,i,i,i,-3.3,i,-10.4,i,i,i,1.0,i
COCCCn1c(SCC(=O)NC(C)(C)C)nnc1-c1cccs1,i,i,i,-5.7,i,-17.5,i,i,i,-0.2,i
COc1ccc(CCN(CC(=O)NC2CCCC2)C(=O)Cn2nnc(-c3ccc(C)o3)n2)cc1OC,i,i,i,-4.1,i,1.4,i,i,i,-3.1,i
N#CCCn1c(=S)[nH]c2ccccc21,i,i,i,5.9,i,-12.9,i,i,i,-2.6,i
Cn1c(CCNC(=O)c2ccco2)nc2cc(NC(=O)NC3CCCCC3)ccc21,i,i,i,3.8,i,-10.3,i,i,i,-0.7,i
Cc1cc(C)cc(OCC(=O)N/N=C/c2ccc([N+](=O)[O-])o2)c1,i,i,i,-5.5,i,-20.7,i,i,i,-0.2,i
COCCNC(=O)c1cc(-c2ccccc2)nn1CC1CC(c2cccc([N+](=O)[O-])c2)=NO1 (centres undefined),i,i,i,.,i,-7.8,i,i,i,-10.4,i
CCOC(=O)c1cc(NC(=O)N(CC)CC)c(C)nc1C,i,i,i,3.9,i,-8.2,i,i,i,3.3,i
COc1ccc(-c2cc3c(=O)n(CC(=O)Nc4ccc(Cl)cc4)ncn3n2)cc1,i,i,i,.,i,-11.3,i,i,i,-9.7,i
COCCNc1cc(C)c(C#N)c2nc3ccccc3n12,i,i,i,16.6,i,-4.8,i,i,i,-23.4,i
CCN(CC)CCNCC(O)(c1ccc(Cl)cc1)c1ccc(Cl)cc1,i,i,i,-0.2,i,-10.9,i,i,i,3.0,i
CCOC(=O)/C(C#N)=C/c1cc2ccccc2nc1N1CCCCC1,-7.25*,i,-9.54*,6.3,i,-8.7,i,i,i,-2.0,12*
O=c1nc2ccc(Cl)cn2c2ccc(S(=O)(=O)N3CCOCC3)cc12,i,i,i,-1.3,i,-1.6,i,i,i,-11.1,i
COCCOC(=O)c1c(C)oc2ccc(NS(=O)(=O)c3ccccc3)cc12,i,i,i,7.0,i,-5.8,i,i,i,-3.5,i
C=C(C)c1cccc(C(C)(C)NC(=O)NC2CC(C)(C)NC(C)(C)C2)c1,i,i,i,.,i,-8.9,i,i,i,-1.1,i
O=C(Nc1ccc(Cl)c(C(F)(F)F)c1)NC1CC2CCCC(C1)N2C1CC1 (centres undefined),i,i,i,-1.0,i,-8.9,i,i,i,-7.1,i

# These rows are one share of the data; the hit share may differ from the screen's.
